FXN GAA850 act = FXN promoter activators, primary screen, cell-based, luciferase luminescence, HEK293 lucGAA850; HEK293 lucGAA850 FXN promoter luciferase reporter, 24 h; percent of 10 µM SAHA response; activation, % at 6 µM; hit rate 0.56% among 360,000; AID 540364, 2011;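 active = activation above the average of all compounds screened plus 3 SD, cutoff fixed separately per campaign, cut at about 7.5% in these data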;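 also: 0% = DMSO wells and 100% = 10 µM SAHA wells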
ssDAF12 agonist = S. stercoralis DAF-12 nuclear receptor activators, primary screen, cell-based, luminescence, HEK293, GRIP1 co-expression, lit1-tk-luc | Nuclear hormone receptor DAF-12 (Strongyloides stercoralis) | HEK293 ssDAF-12/GRIP1 lit1-tk-luc reporter; % of 3 µM dafachronic acid response | activation, % at 6.8 µM | hit rate 1% among 370,000;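 active = activation above the mean over all tested compounds plus 3 SD, cut at about 0.9% in these data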;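 also: 0% = DMSO-only wells and 100% = 3 µM delta7-dafachronic acid wells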
ADAM17 inh = ADAM17 inhibitors, primary screen, biochemical, QFRET | Disintegrin and metalloproteinase domain-containing protein 17 (Homo sapiens), P78536 | recombinant ADAM17, EDANS/DABCYL FRET peptide cleavage | inhibition, % at 6.95 µM | hit rate 0.83% among 370,000 | AID 720648, 2013;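 active = inhibition above the mean of compounds lying between control limits plus 3 SD, set per campaign, cut at about 8.5% in these data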;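 also: 0% = DMSO-only wells as the low control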
Target sequence (P78536 215-824 limits assumed): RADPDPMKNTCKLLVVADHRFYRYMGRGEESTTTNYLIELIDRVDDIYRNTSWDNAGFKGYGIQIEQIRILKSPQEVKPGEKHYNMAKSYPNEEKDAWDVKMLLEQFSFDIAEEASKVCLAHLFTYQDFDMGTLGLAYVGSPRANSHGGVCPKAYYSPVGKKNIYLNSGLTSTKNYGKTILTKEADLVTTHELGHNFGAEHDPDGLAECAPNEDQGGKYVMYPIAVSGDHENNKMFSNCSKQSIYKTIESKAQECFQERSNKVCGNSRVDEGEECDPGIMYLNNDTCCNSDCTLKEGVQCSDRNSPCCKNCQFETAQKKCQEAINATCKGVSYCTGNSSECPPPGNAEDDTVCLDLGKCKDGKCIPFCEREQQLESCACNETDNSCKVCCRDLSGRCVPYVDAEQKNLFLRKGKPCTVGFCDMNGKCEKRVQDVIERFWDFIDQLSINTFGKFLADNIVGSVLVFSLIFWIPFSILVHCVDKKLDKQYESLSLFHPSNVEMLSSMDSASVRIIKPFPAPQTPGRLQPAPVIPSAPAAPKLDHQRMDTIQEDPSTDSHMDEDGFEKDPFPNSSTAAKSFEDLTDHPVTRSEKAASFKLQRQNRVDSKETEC
PLCg1 inh = PLC-gamma1 enzyme inhibitors, primary screen, biochemical, fluorescence, purified enzyme | 1-phosphatidylinositol 4,5-bisphosphate phosphodiesterase gamma-1 (Homo sapiens), P19174 | fluorogenic substrate | inhibition, % at 12.2 µM | hit rate 0.84% among 370,000 | AID 720700, 2013; in the data active = inhibition above about 9.5%
DAX1 inh-1 = DAX1 (NR0B1) inhibitors, primary screen, cell-based, HEK293, Gal4-DAX1, luciferase luminescence; HEK293 Gal4-DAX1 luciferase reporter; Nuclear receptor subfamily 0 group B member 1 (Homo sapiens), P51843; hit rate 0.99% among 340,000; AID 504766, 2011; inhibition, % at 6.75 µM;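 active = inhibition above the mean over all tested compounds plus 3 SD, cut at about 4.2% in these data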;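 also: 0% = DAX1-transfected cells with DMSO and 100% = empty-vector control cells with DMSO; inhibition shows as a rise in luminescence from relieved DAX1 repression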
PLCb3 inh = human PLC-beta3 inhibitors, primary screen, biochemical, fluorescence; inhibition, % at 12.2 µM; AID 720704, 2013; Purified PLC-beta3, fluorogenic substrate; hit rate 0.18% among 370,000; 1-phosphatidylinositol 4,5-bisphosphate phosphodiesterase beta-3 (Homo sapiens), Q01970; in the data active = inhibition above about 11%;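 also: 0% = median of compound wells on plate and 100% = full blocker control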
ADAM10 inh = human ADAM10 inhibitors, primary screen, biochemical, QFRET, HTS. recombinant ADAM10, EDANS/DABCYL FRET peptide cleavage, 3 h. inhibition, % at 7 µM. hit rate 0.62% among 370,000. AID 720582, 2013;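 active = inhibition above a per-campaign cutoff equal to the mean of compounds falling between control-based bounds plus 3 SD, cut at about 20% in these data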;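 also: 0% = DMSO wells while the 100% control is not disclosed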
hcDAF-12 act = H. contortus DAF-12 nuclear receptor activators, primary screen, cell-based, luminescence, HEK293, lit1-tk-luc reporter. hit rate 1.4% among 370,000. activation, % at 6.8 µM. HEK293 hcDAF-12 lit1-tk-luc reporter; 0% DMSO, 100% Δ7-dafachronic acid. AID 652067, 2013;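 active = activation above the mean of all tested compounds plus 3 SD, cut at about 5.5% in these data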;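 also: 100% = response to 3 µM Δ7-dafachronic acid high control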
sPLA2-III inh = human group III sPLA2 inhibitors, primary screen, biochemical, QFRET, BODIPY PC-A2 liposome substrate. inhibition, % at 12.2 µM. hit rate 0.56% among 370,000. QFRET BODIPY PC-A2 liposome hydrolysis, fluorescence;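 active = inhibition above mean plus 3 SD of compounds lying within the high and low control bounds, cut at about 19% in these data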;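 also: 0% = median of test compound wells and 100% = no enzyme DMSO wells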
Target sequence (Q9NZ20 whole entry, looked up): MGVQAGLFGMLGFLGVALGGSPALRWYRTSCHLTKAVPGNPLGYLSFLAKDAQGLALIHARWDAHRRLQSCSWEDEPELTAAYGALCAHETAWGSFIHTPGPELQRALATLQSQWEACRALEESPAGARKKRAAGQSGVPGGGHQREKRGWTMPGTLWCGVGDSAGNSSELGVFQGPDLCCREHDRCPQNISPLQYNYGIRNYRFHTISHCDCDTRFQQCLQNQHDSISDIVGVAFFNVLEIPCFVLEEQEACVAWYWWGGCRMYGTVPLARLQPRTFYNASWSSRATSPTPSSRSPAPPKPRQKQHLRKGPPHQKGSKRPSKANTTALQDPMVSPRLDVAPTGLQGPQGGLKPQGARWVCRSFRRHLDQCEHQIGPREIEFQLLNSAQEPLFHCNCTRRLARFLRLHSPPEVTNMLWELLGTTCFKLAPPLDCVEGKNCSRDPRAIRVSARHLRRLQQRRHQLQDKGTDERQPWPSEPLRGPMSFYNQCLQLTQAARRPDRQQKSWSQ
hgDAF12 agonist = H. glycines DAF-12 receptor agonists, primary screen, cell-based, luminescence, HEK293, GAL4 fusion, UAS-luciferase; HEK293 GAL4-hgDAF12 UAS-luciferase reporter, agonist luminescence; normalized to butyrate control; hit rate 1.8% among 370,000; activation, % at 6.8 µM; Nuclear hormone receptor DAF-12 (Heterodera glycines), GAL4 fusion; AID 687014, 2013;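 active = activation above a cutoff set at the mean of all screened compounds plus 3 SD, cut at about 10% in these data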;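 also: 0% = DMSO wells and 100% = sodium butyrate wells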
DAX1 inh-2 = DAX1 (NR0B1) inhibitors on StAR promoter, primary screen, cell-based, luminescence, SF-1 (NR5A1), full-length DAX-1; HEK293T StAR-luciferase reporter, SF-1/DAX-1 repression relief; inhibition, % at 6.8 µM; hit rate 1.1% among 370,000; AID 652010, 2013;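 active = inhibition above the mean over all tested compounds plus 3 SD, cut at about 3.6% in these data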;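 also: 0% = DAX-1 cells with DMSO and 100% = cells lacking DAX-1 with DMSO; higher inhibition means more luminescence from relief of DAX-1 repression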
* = called active by the depositor; nt = no result given.

Order of values – FXN GAA850 act	ssDAF12 agonist	ADAM17 inh	PLCg1 inh	DAX1 inh-1	PLCb3 inh	ADAM10 inh	hcDAF-12 act	sPLA2-III inh	hgDAF12 agonist	DAX1 inh-2
CCOc1ccc(S(=O)(=O)Nc2ccc(S(=O)(=O)N3CCCC3)cc2)cc1
→ -0.8	-1.0	0.7	6.5	0.0	0.1	7.9	0.0	-15.6	-0.7	0.2
CCCCn1c(-c2ccccc2)cnc1SCC(=O)NCCc1ccc(OC)c(OC)c1
→ 5.4	-0.8	-2.5	1.1	-1.3	2.7	-3.4	-0.6	4.0	2.6	0.4
COc1ccc2c(c1)OC(=O)CC2c1cc(OC)c(OC)c(OC)c1 (configuration not stated)
→ 0.9	-1.4	3.6	10.8*	0.1	8.1	6.9	2.2	8.2	2.2	0.7
Cc1nc2ccc(NC(=O)Cc3c(F)cccc3Cl)cc2s1
→ 4.3	-0.7	-6.8	2.8	3.4	-4.7	-5.3	1.0	-0.6	10.8*	1.6
COC(CN(C(=O)CCl)C(C(=O)NC1CCCCC1)c1ccc(C)cc1)OC (configuration not stated)
→ -4.2	-1.2	-6.5	-2.5	0.9	-6.3	-4.5	-3.1	13.6	1.8	-0.4
Cc1ccc(S(=O)(=O)NN2C(=O)c3ccccc3NC2c2ccccc2)cc1 (configuration not stated)
→ 0.0	-1.2	-84.3	-174.4	-0.4	-202.1	-265.9	-0.4	-1.2	-1.2	-1.0
CCc1ccccc1NC(=S)N(CCOC)C(C)c1ccco1 (configuration not stated)
→ 3.2	-1.6	-5.2	-0.1	1.4	-8.7	-9.4	0.1	4.0	2.0	0.2
Cc1cccc(C)c1NC(=O)CSc1nnc(-c2ccco2)n1N
→ -1.4	-0.4	0.8	-0.4	-0.5	1.5	1.0	-0.2	0.9	-1.1	-0.3
Cc1cccc(C)c1Nc1nnc(SCC(=O)NC2CCS(=O)(=O)C2)s1 (configuration not stated)
→ 0.0	-1.5	-1.7	1.8	-0.2	0.3	2.1	0.3	-0.4	-2.0	-0.1
Cc1ccsc1C1C2=C(CC(C)(C)CC2=O)Nc2ncnn21 (configuration not stated)
→ -2.1	-1.9	-0.3	-4.7	0.2	-9.2	-31.6	-1.9	1.7	-2.0	1.6
CCCS(=O)(=O)c1nc(S(=O)(=O)c2ccc(C)cc2)c(NCCCN2CCCC2=O)s1
→ 1.7	-1.0	-0.9	2.4	0.0	-6.9	-2.0	-3.0	-1.6	0.4	0.0
CCN(CC)C(=O)Cn1cc(S(=O)(=O)CC(=O)NCc2ccccc2)c2ccccc21
→ -3.5	-1.6	-0.4	0.5	0.1	-6.6	1.8	-1.0	2.9	1.2	-0.9
CCCCOCC1CN(CCCC)S(=O)(=O)c2c(cccc2Sc2ccc(OC)c(OC)c2)O1 (configuration not stated)
→ nt	-0.7	4.0	5.7	nt	4.2	1.9	-1.9	-1.5	5.1	0.9
CC(C)N(C(=O)c1ccc(Cc2cn(C)c3ccccc23)nc1)C(C)C
→ 0.3	-1.2	1.1	1.7	nt	-3.6	-2.1	1.5	-41.9	1.1	-0.4
COC(=O)C1=C(C)N(Cc2ccccc2C(F)(F)F)C(=NCc2ccccc2)NC1c1ccc(C(F)(F)F)cc1 (configuration not stated)
→ nt	-0.9	3.6	5.3	nt	6.1	2.5	-0.1	-10.0	-1.6	-0.1
COC(=O)[C@@]1(C)CC[C@]2(C)CC[C@@]3(C)C(=CC(=O)C4[C@@]5(C)CC[C@H](O)C(C)(C)[C@@H]5CC[C@]43C)[C@H]2C1 (some centres not stated)
→ 0.1	-1.2	-2.2	-1.9	2.4	2.1	1.6	-0.8	5.6	1.7	0.3
Cc1ccc([N+](=O)[O-])cc1N=Nc1c(C)[nH]n(C(N)=S)c1=O
→ -0.8	-1.3	1.3	5.1	1.0	-5.0	-2.3	-1.3	12.6	1.6	-0.3
O=C(CCS(=O)(=O)c1ccc(Br)s1)NC1CCCC1
→ 0.4	-0.9	-3.5	0.9	0.2	4.0	-0.2	-1.6	0.4	0.8	0.4
Cc1ccc(-c2nnc(N3CC(C)OC(C)C3)c3ccccc23)cc1 (configuration not stated)
→ 1.6	-1.5	2.6	-3.2	-0.1	-0.6	-2.6	-0.9	2.6	-4.2	-1.1
O=C(CNC(=O)c1cccnc1)N=Nc1c(O)[nH]c2c(Br)cc(Br)cc12
→ 0.9	-0.2	-0.1	0.5	-0.4	-5.3	7.3	3.1	-0.5	-0.5	-0.6
NC(=O)CC(NC(=O)c1ccccc1)c1ccc(NCc2ccccc2)c([N+](=O)[O-])c1 (configuration not stated)
→ 2.4	-1.5	-4.3	1.9	0.7	-0.4	-3.9	-1.9	-4.1	-0.7	-0.1
CC(C)CC1NC(=O)N(CC(=O)Nc2ccc3c(c2)CCC3)C1=O (configuration not stated)
→ 0.6	-1.7	1.5	-1.0	1.4	3.1	2.4	-0.8	-3.0	-2.5	-1.0
O=C(NCc1ccco1)C1CCC(N2C(=O)C3C4CCC(C4)C3C2=O)CC1 (configuration not stated)
→ -1.0	-0.7	-5.0	2.2	-0.1	-1.6	-4.8	-1.9	7.6	1.2	0.1
Cc1nc(C(=O)NC2CCCCC2)sc1C1(C)CC(c2cccc([N+](=O)[O-])c2)=NO1 (configuration not stated)
→ -1.9	-1.6	-1.1	-1.6	-1.6	-3.6	2.2	-1.3	0.8	-2.8	-0.3
Cc1cc(C(=O)N(C2CCCCC2)C2CCCCC2)no1
→ 0.7	-1.5	-5.4	2.8	0.2	-2.0	-3.2	-1.2	10.5	-1.6	-0.6
COC(=O)c1ccccc1NC(=S)N(Cc1ccc2c(c1)OCO2)Cc1cc2cc(OC)ccc2[nH]c1=O
→ -2.2	-1.9	-9.8	-18.5	0.2	-20.1	-34.4	-4.4	-7.8	-3.9	-2.8
O=[N+]([O-])c1ccccc1/C=N/NC1=NS(=O)(=O)c2ccccc21
→ 0.0	-1.0	0.5	1.2	2.1	1.2	4.0	-0.8	-3.6	1.0	0.1
Cc1ccc(NC(=O)C(OC(=O)c2ccccc2Cl)c2ccccc2)cc1Cl (configuration not stated)
→ 0.1	-1.1	9.3*	4.2	0.8	5.2	14.5	0.6	-30.8	0.4	0.1
Cc1cccc(NC(=O)CN(C)S(=O)(=O)c2cnc[nH]2)c1
→ -1.0	-1.3	-2.6	0.4	0.8	-2.9	4.0	-1.0	-4.1	1.5	-0.4
CC(O)CN(C)CC/C=C1/c2ccccc2CSc2ccccc21 (configuration not stated)
→ 0.7	-0.6	-2.7	-0.5	-1.6	1.0	3.9	0.1	-0.8	-2.2	0.0
CN(Cc1ccco1)C(=O)c1cccc(S(=O)(=O)N2CCN(Cc3ccccc3)CC2)c1
→ 1.3	-0.8	-4.7	-2.1	1.7	-3.4	-1.9	-1.2	4.2	2.8	-0.7
CCOP(=O)(NC(c1ccccc1)c1nc2ccccc2[nH]c1=O)OCC (configuration not stated)
→ 2.3	-0.8	-45.8	-20.9	-0.5	-35.5	-97.5	0.1	-8.1	0.3	-0.2
Cc1nn(C)c(Cl)c1CN1CCN(CC(C)C)C(CCO)C1 (configuration not stated)
→ -2.0	-1.0	-1.5	-1.2	-0.3	-6.9	-1.5	2.2	0.2	1.4	-0.8
O=C1c2ccccc2C(Nc2ccccc2)N1c1ccc(Cl)cn1 (configuration not stated)
→ 5.7	-1.2	-2.7	1.9	1.2	4.5	6.1	2.6	2.0	6.2	2.0
CCN1C(=O)/C(=C\c2ccc(-c3ccc([N+](=O)[O-])cc3OC)o2)SC1=Nc1cccc(C(=O)O)c1
→ 1.5	-0.9	-0.3	-8.5	1.4	-10.1	3.6	-0.5	-17.9	-0.9	-0.1
Nc1nnc(Cc2ccc(F)cc2)s1
→ -0.1	-0.9	-4.4	0.6	1.2	-8.0	0.3	-1.9	4.0	1.3	-0.9
Cc1c(C(=O)NCc2cccc(Cl)c2)sc(=O)n1Cc1cccc(F)c1
→ 11.8*	-1.4	1.1	-0.8	nt	-5.3	2.4	-2.5	-7.4	-5.3	1.7
Cc1sc(NC(=S)NC(=O)C2CCCCC2)c(C(N)=O)c1C
→ -0.7	-1.1	-4.6	-17.7	1.0	0.0	-1.1	0.0	6.3	6.8	-0.2
Cc1nn(Cc2ccc(C(=O)NN)o2)c(C)c1Cl
→ -0.3	-0.7	0.6	3.4	0.3	0.5	14.5	-0.3	-2.0	-0.8	-0.2
O=C(Oc1ccc(Br)cc1)C1CC(=O)N(c2ccc(F)cc2)C1 (configuration not stated)
→ -0.7	-0.9	-3.8	0.4	-0.1	3.0	7.8	-0.1	0.2	-1.9	1.0
COc1ccc2[nH]c(C)c(CN3CCCCC3)c(=O)c2c1
→ -1.0	-1.3	-35.5	-4.3	1.7	-4.8	-92.2	-0.2	4.4	-1.5	0.4
CCCN(CCC)CC(=O)N1CC(=O)Nc2ccccc21
→ 2.3	-1.2	-3.6	0.0	3.2	-10.1	-4.5	-0.7	13.6	-0.5	0.1
CCOc1ccc(CC(=O)Nc2c(C(N)=O)oc3ccc(Br)cc23)cc1OCC
→ -0.3	-1.2	-4.4	1.4	1.0	-1.5	-8.7	0.3	6.1	-2.0	-1.2
Cn1c(SCC(=O)NCc2ccc3c(c2)OCO3)nnc1-c1cc2ccccc2cc1O
→ 1.6	-1.9	-3.4	-27.6	-0.8	-36.3	-12.2	-1.4	-28.6	-2.4	-0.8
CC(=O)N1CCN(c2ccc(NC(=O)c3ccc(C)c([N+](=O)[O-])c3)cc2)CC1
→ 0.8	-1.6	-3.8	4.0	3.7	-0.2	-1.6	-1.5	18.1	-1.9	-0.7
Cc1ccc(C(=O)NCC(=O)OCC(=O)NCC(F)(F)F)cc1
→ -1.4	-0.9	1.6	3.4	0.8	5.5	-0.9	-1.5	1.9	0.9	-0.2
Cc1ccc(CNCC2CCCO2)s1 (configuration not stated)
→ 0.1	-1.5	-0.8	1.2	0.2	2.1	-1.9	0.0	4.8	2.3	0.1
CC1(c2nnnn2-c2ccc3c(c2)OCCO3)CCC(=O)N1CCCn1ccnc1 (configuration not stated)
→ nt	-0.8	-1.8	0.7	nt	-0.5	-14.7	-0.9	8.9	1.1	1.5
O=C(c1ccco1)N1CCN(C2CC(=O)N(c3ccc(C(F)(F)F)cc3)C2=O)CC1 (configuration not stated)
→ 3.6	-0.5	-4.8	1.5	0.0	-12.5	-8.1	-1.5	4.7	-3.0	-0.1

Assay outcomes (PubChem BioAssay)
